Screening results: PubChem BioAssay, The Scripps Research Institute Molecular Screening Center
DDE Tn7 FP inh – disrupts Tn7 cyclic peptide binding to fibrin D-Dimer-E complex; FP displacement of FITC-Tn7 peptide from fibrin DD(E); 0% = median of compound wells per plate; inhibition, % at 8.3 µM; AID 720508; P02675; 370,000 compounds, 0.13% hits;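 active means inhibition above the mean of compounds falling within the control limits plus 3 SD of them, cut at about 14% in these data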;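 further: 0% = plate median of compound wells and 100% = 10 µM Aha-Tn7 peptide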
Target sequence (P02675 whole entry, looked up): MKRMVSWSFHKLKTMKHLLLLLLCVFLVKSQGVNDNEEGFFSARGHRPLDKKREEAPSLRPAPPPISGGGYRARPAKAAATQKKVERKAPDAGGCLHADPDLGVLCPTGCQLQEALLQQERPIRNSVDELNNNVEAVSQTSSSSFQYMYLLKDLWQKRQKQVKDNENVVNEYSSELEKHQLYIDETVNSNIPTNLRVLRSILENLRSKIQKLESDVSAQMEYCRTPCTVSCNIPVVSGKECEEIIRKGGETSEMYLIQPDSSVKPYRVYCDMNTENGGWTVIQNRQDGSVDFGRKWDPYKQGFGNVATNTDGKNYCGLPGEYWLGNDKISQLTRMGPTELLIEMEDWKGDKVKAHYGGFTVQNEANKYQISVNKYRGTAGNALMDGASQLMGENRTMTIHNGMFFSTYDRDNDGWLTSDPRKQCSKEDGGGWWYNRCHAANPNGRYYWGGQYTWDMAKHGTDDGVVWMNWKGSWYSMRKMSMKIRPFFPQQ
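Measure: % inhibition scaled between sample-field median and high-control FP; Test system: human fibrin DD(E); Quantity: 2 µM final DD(E) protein; Doses: one dose, 8.3 µM nominal; Schedule: compound with protein 10 min, then 3 h after probe, room temperature; Detection: fluorescence polarization; Medium: Tris buffer with calcium and detergent, pH 7.8.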
DDE Tn6 FP inh – disrupts Tn6 cyclic peptide binding to fibrin D-Dimer-E complex; P02675; 370,000 compounds, 0.21% hits; Fibrin DD(E) TRITC-Tn6 fluorescence polarization displacement; inhibition, % at 8.3 µM;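 active means inhibition above a per-campaign cutoff: mean of compounds within control limits plus 3 SD, cut at about 15% in these data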;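 further: 0% = median of all compound wells on the plate and 100% = blocking peptide control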
LEDGF integ inh – blocks HIV-1 LEDGF/p75-dependent DNA integration | TR-FRET IN-LEDGF/p75 DNA integration, Eu/Cy5 | inhibition, % at 3.7 µM | 370,000 compounds, 0.64% hits;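 active means inhibition above the screen-wide mean plus 3 SD, cut at about 13% in these data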;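 further: signal is the Cy5 over europium emission ratio at 671 and 618 nm; 0% = plate median of compound wells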
MBD2 inh – blocks human MBD2 binding to methylated DNA | Q9UBB5 | TR-FRET, MBD2 binding to methylated oligonucleotide | inhibition, % at 4.4 µM | 370,000 compounds, 0.31% hits; in the data active means inhibition above about 13%
SIAE inh – human SIAE inhibition, primary screen; Q9HAT2; SIAE FP-Rh probe binding, fluorescence polarization; inhibition, % at 9.66 µM; 370,000 compounds, 0.69% hits;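 active means inhibition above a cutoff: mean of compounds within the control limits plus 3 SD of those, cut at about 17% in these data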;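 further: 0% = plate median of compound wells and 100% = probe without SIAE protein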
TDP2 absorb – blocks human TDP2 phosphodiesterase activity | O95551 | recombinant TDP2, T5PNP hydrolysis, p-nitrophenol absorbance 415 nm | AID 720702 | inhibition, % at 12.8 µM | 370,000 compounds, 0.34% hits;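 active means inhibition above the mean of all tested compounds plus 3 SD, set per campaign, cut at about 25% in these data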;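 further: 0% = DMSO with enzyme and 100% = buffer with substrate but no TDP2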
Target sequence (O95551 whole entry, looked up): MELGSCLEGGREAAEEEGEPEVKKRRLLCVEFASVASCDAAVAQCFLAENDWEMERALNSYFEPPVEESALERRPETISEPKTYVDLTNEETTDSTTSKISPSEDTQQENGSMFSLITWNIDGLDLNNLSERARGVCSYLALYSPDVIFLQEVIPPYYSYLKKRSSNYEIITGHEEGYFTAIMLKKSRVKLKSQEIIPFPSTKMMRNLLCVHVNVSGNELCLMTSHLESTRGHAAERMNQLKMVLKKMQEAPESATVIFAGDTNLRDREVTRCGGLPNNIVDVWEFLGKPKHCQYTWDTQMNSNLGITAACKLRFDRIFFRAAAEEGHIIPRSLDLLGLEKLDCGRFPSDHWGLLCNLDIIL
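Incubation: 2 h at 37 °C; Test system: recombinant human TDP2; Quantity: enzyme 120 nM; Read-out basis: percent inhibition; Medium: 50 mM Tris-HCl pH 7.5 with Mg2+, KCl, DTT, BSA; Repeats: single replicate; Compound: 12.8 µM single point, 1% DMSO; Signal: epi absorbance; Reagent: 5 mM T5PNP chromogenic substrate; Benchmarks: no-enzyme high, DMSO-plus-enzyme low.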
KLK7 zymogen act – activators of human kallikrein-7 zymogen; AID 652039; 370,000 compounds, 0.9% hits; P49862; purified proKLK7, EDANS-DABCYL substrate fluorescence; 100% is mature enzyme control, 0% vehicle; activation, % at 7 µM;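 active means activation above the mean of all tested compounds plus 3 SD, computed per campaign excluding outliers beyond control limits, cut at about 13% in these data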
TCR CD3 inh – blocks the human TCR-CD3 interaction; TAMRA-labeled TCR probe fluorescence, biochemical; inhibition, % at 9.4 µM; 360,000 compounds, 0.37% hits; AID 651800; in the data active means inhibition above about 19%;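 further: recombinant mutant TCR 2C K166C tagged with TAMRA read by polarization; 0% = receptor in buffer alone and 100% = receptor with positive control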
UHRF1 MBD2 ctr – human UHRF1 methylated DNA binding inhibitors | Q96T88 | UHRF1 binding to methylated oligo, TR-FRET | inhibition, % at 4.4 µM | 370,000 compounds, 0.75% hits | AID 687016; in the data active means inhibition above about 21%;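 further: UHRF1 SRA domain binding a hemimethylated CpG hairpin DNA probe; 0% = median of test compound wells and 100% = reference inhibitor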
PRMT1 FP inh – PRMT1 (human) inhibition, primary screen; AID 652257; inhibition, % at 2.79 µM; 370,000 compounds, 1.3% hits; recombinant PRMT1, activity-based probe fluorescence polarization; Q99873;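 active means inhibition above about 21% made by adding two undisclosed values, limit read from the data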
An asterisk follows results filed as active.

SMILES	DDE Tn7 FP inh	DDE Tn6 FP inh	LEDGF integ inh	MBD2 inh	SIAE inh	TDP2 absorb	KLK7 zymogen act	TCR CD3 inh	UHRF1 MBD2 ctr	PRMT1 FP inh
Cc1ccc(Cn2c(NCCCn3ccnc3)nc3c2c(=O)n(C)c(=O)n3C)cc1	-4	1	-8	-2	5	1	-0.3	-7	3	-3
O=C(CCCN1C(=O)C2CCCCN2C1=O)N1CCN(c2ccc([N+](=O)[O-])cc2)CC1 (stereo unspecified)	4	-4	-1	0	0	3	0.6	7	-6	0
O=C1CCCN1CCC1CCCCN1Cc1nc(-c2cnccn2)no1 (stereo unspecified)	-4	-6	2	0	6	-12	-0.2	2	3	-2
CC[C@H]1C=C[C@@H](C(C(=O)OC)C(=O)OC)CN1C(C)=O	-8	-3	7	2	-6	-3	-0.7	3	5	3
CN(C)C(CNC(=O)c1ccc(C(F)(F)F)cc1)c1ccco1 (stereo unspecified)	5	3	1	1	7	-2	-0.5	1	1	2
CCN1CCCC1CNC(=O)c1ccc(Sc2ccccc2Cl)c([N+](=O)[O-])c1 (stereo unspecified)	2	-5	-6	5	1	5	0.4	-7	2	2
CN(C)c1cc(Nc2cccc(O)c2)c([N+](=O)[O-])c2nonc12	3	0	0	-6	-2	-6	0.2	2	-5	3
COc1ccc(S(=O)(=O)N2CCC3CC2c2cc(-c4ccc5c(c4)OCO5)ccc23)cc1 (stereo unspecified)	10	3	-1	4	2	3	4.1	2	-1	-2
O=C(NCc1ccco1)C(c1cccnc1)N(C(=O)Cn1nnc2ccccc21)c1ccccc1 (stereo unspecified)	-1	5	3	-3	-1	-2	0.3	0	-1	1
CC(=O)C1(O)CCC2C3CCC4CC(=O)CCC4(C)C3C(=O)CC21C (stereo unspecified)	-1	2	1	-4	9	8	0.1	-2	0	1
CCCC#Cc1cnc2c(c1)C(=O)N([C@H](C)CO)C[C@H](C)[C@@H](CN(C)C(=O)CCN1CCCCC1)O2	-12	3	4	12	2	-12	1.0	0	24*	-2
CC1=Nn2c(nnc2-c2cc(C)[nH]n2)SC1	-2	-2	-1	2	-1	-18	-0.7	-5	9	1
COc1ccc(CNCc2cccc(OC)c2OC)cc1Br	-2	-3	0	2	0	3	0.4	-6	0	2
OCCNc1nc(Nc2ccc(Cl)cc2)nc(N2CCCC2)n1	0	0	-6	0	1	-4	0.4	5	-2	1
CCCn1c(NC(=O)c2ccc(Cl)c(S(=O)(=O)N3CCCC3)c2)nc2ccccc21	2	0	7	3	-32	-6	-35	2	-2	0
COc1ccc(N2CCN(C(=O)CNC(=O)c3ccco3)CC2)cc1	-6	-9	0	-2	-5	-15	0.4	0	1	-3
N#Cc1ccc(C(=O)Nc2nnc(-c3ccccn3)o2)cc1	-6	4	1	1	-1	-18	0.2	5	1	2
O=C(NCCCSc1ccccc1)c1cnc(Cl)c(Cl)c1	2	2	1	2	-6	1	-0.3	-2	-3	-3
CCNC(=O)C1(C)CCCN(Cc2cccc3c(OC)cc(C(=O)OCC)cc23)C1 (stereo unspecified)	8	-6	0	1	-5	-2	-1.8	-4	5	2
COC(=O)Cc1c(O)ccn(Cc2cccc(C(F)(F)F)c2)c1=O	0	1	-1	2	-4	7	0.2	-3	0	4
COC(=O)c1ccc(C(=O)OC)c(NS(=O)(=O)c2ccc(NC(C)=O)cc2)c1	-5	-1	-2	-2	-7	0	9.9	-3	4	3
Cc1nn2c(=O)cc(CSCC(=O)Nc3ccccc3Cl)nc2s1	-1	-6	-1	5	0	-3	0.2	-6	3	3
Cn1c(=O)c2c(nc(NC3CCCCC3)n2CC(O)COc2ccccc2)n(C)c1=O (stereo unspecified)	0	-1	3	3	1	-7	0.3	9	1	-2
CC(OC(=O)C1CCC1)C(=O)Nc1cc(Cl)cc(Cl)c1 (stereo unspecified)	0	1	-1	0	-1	-8	-0.5	-5	0	3
Cc1nc2ccccc2nc1OCC(=O)Nc1ccc2ccccc2c1	7	3	0	2	-4	3	0.3	3	0	-1
CCCCCn1c(CN2CCCCC2C)nc2c1c(=O)n(C)c(=O)n2C (stereo unspecified)	7	3	-2	-3	-5	-9	0.2	6	-2	-3
CCCSc1nnc2nc3c(nn12)c1ccccc1n3C	-5	-10	-1	-3	-5	-9	0.2	-6	0	8
Cc1cc(C(=O)NCc2cccs2)nn1C	-13	-8	1	2	0	0	0.9	-1	4	6
CCCNS(=O)(=O)c1ccc(OCC(=O)N(C)Cc2ccccc2)cc1	-8	5	-1	-3	4	-1	0.5	0	0	-1
CC(C)(CNc1ccc(C(F)(F)F)cc1[N+](=O)[O-])N1CCOCC1	3	-12	0	-1	1	3	0.0	13	-1	-4
COC(=O)C1=C(C)N(Cc2cccc(C(F)(F)F)c2)C(=NCC2CC2)NC1c1cccc(F)c1 (stereo unspecified)	-8	-1	-1	-6	-2	3	0.2	3	-2	-2
COc1cc(OC)cc(C(=O)N2CCN(c3ccccc3F)CC2)c1	6	0	0	7	1	-2	0.1	-3	2	0
Cc1cccc(-n2nc(CC#N)c(C#N)c2N)c1	-2	10	0	1	1	4	-0.1	2	-2	-1
O=C(Nc1ncn[nH]1)c1ccccc1O	-4	1	-3	4	-2	-12	6.9	-8	6	10
O=c1c2ccccc2nnn1COc1ccc(F)cc1Cl	3	0	-2	1	-2	1	-0.5	7	1	-4
Cn1c(SCc2nc3ccccc3[nH]2)nnc1-c1cccnc1	0	9	2	0	-5	6	-0.4	0	-3	0
Nc1nc(-c2cccnc2)nn1C(=O)CCc1ccccc1	-1	-1	-1	3	0	-1	0.2	-4	-1	-1
CN(CCO)c1c2c(nc3cc(-c4cccc(F)c4)nn13)CCCC2	-13	-7	0	-1	-3	-10	-4.2	-4	2	-4
CCc1noc(C)c1C(=O)N1CCCC(CCC(=O)NCc2cccc(OC)c2)C1 (stereo unspecified)	1	-4	-1	9	3	-10	-0.5	-5	9	-1
CCc1ccccc1NC(=S)N(CCN(C)C)C(C)c1ccco1 (stereo unspecified)	-6	7	3	-2	0	-6	-0.4	-7	3	-2
O=C(COc1ccccc1)NCC1CCCO1 (stereo unspecified)	3	1	2	2	3	0	0.1	-4	0	-1
COc1ccccc1CNC(=O)C1CCN(S(=O)(=O)c2cccc([N+](=O)[O-])c2)CC1	7	11	-3	-2	1	0	-0.1	-9	2	3
COc1ccc2c(COC(=O)c3n[nH]c4ccccc34)cc(=O)oc2c1	1	3	-2	6	-12	1	0.0	1	-1	2
COC(=O)C1=C(C)N(C)C(=NCc2ccccc2C(F)(F)F)NC1CCc1ccccc1 (stereo unspecified)	-14	2	1	-3	5	-2	0.5	9	1	-4
COc1ccc(-c2[nH]n(-c3ccc([N+](=O)[O-])cc3)c(=O)c2C=NCc2ccccc2)cc1	4	-2	-2	4	1	7	-0.7	2	3	1
COc1ccc(N2C(=O)C3CCCN3C2c2cccc(Br)c2)cc1 (stereo unspecified)	2	6	-4	-3	10	-13	0.1	2	-1	-1
CC(N)C(=O)NC(C(=O)NC(C)C(=O)Nc1cccc2ccccc12)C(C)C (stereo unspecified)	1	-1	4	-3	0	7	0.2	-6	-6	5
CC(Oc1ccc(/C=N/NC(=O)Cc2cccc3ccccc23)cc1)C(=O)O (stereo unspecified)	0	6	2	-5	-3	6	-0.3	-1	0	3
CC1CCCC(C)N1C(=O)COC(=O)CSc1ccc(C(N)=O)cc1[N+](=O)[O-] (stereo unspecified)	5	4	-1	3	-12	2	0.1	4	2	1
Cc1ccc(C)c(OCCC(=O)OCC(=O)Nc2cc(S(=O)(=O)N3CCCCC3)ccc2C)c1	7	3	-3	-7	-13	-7	-0.1	8	0	-3
Cc1nc2ccccc2c(=O)n1NC(=O)c1ccc(Cl)cc1	-3	-2	1	-4	2	-8	0.0	3	1	-2
CCN(CC(=O)Nc1cc(S(=O)(=O)N2CCOCC2)ccc1Cl)Cc1ccccc1	-7	4	1	1	-2	-4	0.5	1	2	-4
O=C(Nc1ccc(-c2nnc3n2CCCCC3)cc1)c1cc2ccccc2o1	10	2	-4	0	-1	5	0.2	0	-2	-1
Cc1c(C#N)c(N)nc(Cl)c1C#N	0	2	-2	0	9	-4	0.1	4	0	-3
COc1cc(/C(C#N)=C/c2ccccc2)c([N+](=O)[O-])cc1OC	-3	-1	1	1	-6	-8	0.1	0	2	1
C/C(=N\S(=O)(=O)c1ccc(C)cc1)N1CCCCC1	-6	-9	2	2	0	-6	-0.4	9	0	2
O=C(COC(=O)c1cc(-c2ccccc2)nc2ccccc12)NC1CC1	-3	-3	-2	1	3	-12	-4.1	-4	-2	2
COc1ccc(NC(=O)COc2ccc(/C=C/c3cccc[n+]3C)cc2OC)cc1	-7	4	-1	-1	3	-6	3.8	4	-4	0
CCOc1ccc(S(=O)(=O)N(CC(=O)N2CCc3ccccc32)Cc2ccco2)cc1	-2	1	0	2	0	2	-0.2	-4	0	2
CCOCc1nc(N)nc(N)c1-c1cccc(Cl)c1	-2	2	-3	-1	0	7	-0.2	-9	-1	1

The list goes on.
SMILES	DDE Tn7 FP inh	DDE Tn6 FP inh	LEDGF integ inh	MBD2 inh	SIAE inh	TDP2 absorb	KLK7 zymogen act	TCR CD3 inh	UHRF1 MBD2 ctr	PRMT1 FP inh
O=C1CCC(C(=O)Nc2ccccc2N2CCOCC2)=NN1	1	-3	0	0	9	22	-0.5	3	0	-1
Cc1cc(Cl)cc(Br)c1OCCNCC(C)O (stereo unspecified)	1	-6	1	2	1	0	0.1	-5	-2	-5
COc1ccccc1/C=N/OCC(=O)NCc1ccc2c(c1)OCO2	-4	-3	5	-7	1	-10	0.0	-2	-3	-2
CCOc1ccc(NC(=O)c2cc3ccccc3cc2O)cc1	1	-1	2	-3	18*	10	-18	-5	0	0
COc1ccc(CC(=O)N/N=C(\C)c2cccnc2)cc1OC	-3	-6	1	2	1	-13	0.2	-5	5	-2
Cc1ccc(C)c(C(=O)COC(=O)c2cc(Cl)nc3ccccc23)c1	2	-2	6	-4	-6	-13	-0.6	-2	2	-3

An excerpt from above in order of their number in TCR CD3 inh, largest number first.
| smiles | DDE Tn7 FP inh | DDE Tn6 FP inh | LEDGF integ inh | MBD2 inh | SIAE inh | TDP2 absorb | KLK7 zymogen act | TCR CD3 inh | UHRF1 MBD2 ctr | PRMT1 FP inh |
| --- | --- | --- | --- | --- | --- | --- | --- | --- | --- | --- |
| O=C1CCC(C(=O)Nc2ccccc2N2CCOCC2)=NN1 | 1 | -3 | 0 | 0 | 9 | 22 | -0.5 | 3 | 0 | -1 |
| COc1ccccc1/C=N/OCC(=O)NCc1ccc2c(c1)OCO2 | -4 | -3 | 5 | -7 | 1 | -10 | 0.0 | -2 | -3 | -2 |
| Cc1cc(Cl)cc(Br)c1OCCNCC(C)O (stereo unspecified) | 1 | -6 | 1 | 2 | 1 | 0 | 0.1 | -5 | -2 | -5 |
